# b-catenin transl: modulators of beta-catenin nuclear translocation, primary screen, imaging, HeLa cells, immunofluorescence, high-content. nuclear translocation activity, % at 5 µM. hit rate 0.3% among 190,000. AID 1665, 2009;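 active = nuclear translocation activity above 50% at 5 µM, with a well cell count of 50 or more; inconclusive = wells under 50 cells across six images, flagged as toxic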;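 note: per-cell ratio of nuclear to cytoplasmic median beta-catenin stain intensity; plate controls were DMSO negative control for no effect and GSK-3 inhibitor IX positive control for full effect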
#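 Test system: human HeLa cell line; Doses: 5 µM primary, 0.02–20 µM confirmation; Incubation: 24 h compound exposure, 37°C; Detection: beta-catenin immunofluorescence imaging with DAPI; Read-out: beta-catenin nuclear/cytoplasmic ratio, % activation.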
# PMI inhibitors: inhibitors of human PMI, primary screen, biochemical, fluorescence intensity, coupled assay (AID 1209); Mannose-6-phosphate isomerase (Homo sapiens); purified PMI enzyme, coupled fluorescence intensity; higher % means a stronger effect; inhibition, % at 20 µM; hits with a dose series show IC50 in µM; hit rate 0.42% among 190,000; in the data active = inhibition above about 50%;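 note: plate controls were DMSO vehicle for no effect and wells lacking substrate for full effect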
# TNAP activators: human TNAP enzyme activators, primary screen, biochemical, luminescent, no phosphate acceptor, uHTS (AID 1001) | purified TNAP, luminescent activation assay, no phosphate acceptor; higher activation fold means a stronger effect | hit rate 0.03% among 200,000 | activation fold at 20 µM, or EC50 in µM where a hit was titrated; in the data active = activation fold from about 3, or a potency from the dose series; inactive = the rest, 99 in 100 with activation fold below about 1.6; note: many of its hits are not listed in these tables
# Dynein cargo inh: inhibitors of GR-EGFP nuclear translocation, primary screen, dynein cargo transport inhibitor project, imaging, high-content, 3617.4 mouse cells; test concentration mostly 20 µM; stimulated with dexamethasone, 1 µM; active compounds read low; z-score, hits read low; hit rate 0.47% among 220,000; AID 1381, 2008;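 active = plate z-score of nuclear minus cytoplasmic receptor signal below a set negative limit, without overly bright fluorescence or cell loss, cut at about -3.5 in these data, passing the limit was not always enough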;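 note: z-score of nuclear minus cytoplasmic ring GR-EGFP intensity difference per well; some compounds called inactive have numbers as strong as hits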
#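 Buffer or medium – tet-free medium with charcoal-stripped serum · Signal – automated 10x imaging of fixed Hoechst-stained cells · Also added – dexamethasone agonist, 1.0 µM final, for 30 min · Incubation – induction 48 h, compound 1 h, agonist 30 min · Read-out – GR-EGFP nuclear translocation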
# MT stabilize HCS: microtubule stabilizers in HeLa cells, primary screen, imaging, high-content imaging | HeLa tubulin immunostaining HCS, 24 h; share of cells brighter than vehicle mean+2SD | hit rate 0.83% among 200,000 | % tubulin-high responders, % at 10 µM;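 active = plate Z-score above 3 for both tubulin-high and condensed-nucleus cell shares, with cell loss under 80%, at 10 µM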;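 note: anti alpha tubulin signal scored within the nucleus-defined area of each cell; some results filed as inactive read as strong as hits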
# Insulin prom up: insulin promoter activators in MIN6 cells, imaging, high-content screening, mouse beta cells | MIN6 insulin promoter-GFP reporter; active compounds read high | z-score at 5 µM | hit rate 0.3% among 190,000 | AID 1625, 2009;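 active = z-score above 3 at 5 µM with at least 500 cells counted in the well; inconclusive = wells under 500 cells, flagged as cytotoxic or low count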
# T cell HTS: modulators of CD8 T cell-vesicle binding, primary screen, mouse 2C CD8+ T cells, flow cytometry; hit rate 0.068% among 330,000; calls only at 7 µM; 2C CD8+ T cell-vesicle binding; active compounds read low;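 active = response, share of CD8 T cells binding vesicles, and their 90th percentile fluorescence all below set limits, cut at about 80% in these data, passing the limit was not always enough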
#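 Material: 2C TCR transgenic mouse naive CD8+ T cells, MACS-purified. Also added: QL9-charged Drosophila Ld/ICAM-1/B7-1 vesicles. Timing: binding 1.5 h at 37 °C. Measured by: high-throughput flow cytometry with anti-B7-1 and anti-CD8 staining. Read-out: percent CD8+ FL2 mean versus row control. Controls: Unloaded micro-vesicles (low), QL9 vesicles with 0.7% DMSO (high).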
# Lipid droplet: inhibitors of hepatocyte lipid droplet formation, primary screen, imaging, high-throughput imaging, BODIPY stain | AML12 mouse hepatocytes, oleate lipid droplets | inhibition, % at 6.5 µM | hit rate 0.4% among 240,000;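 active = lipid droplet intensity inhibited by at least 50%, with more than 500 cells counted; inconclusive = wells with under 300 cells, treated as cytotoxic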
#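 Material – mouse AML12 hepatocyte cell line, fixed after treatment · Compound dosing – one dose, 6.5 µM compound · Times – compound with oleate, overnight · Measured by – Image-based BODIPY and DAPI two-channel analysis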
# Myeloid diff MLP: induction of myeloid progenitor differentiation, primary screen, cell-based, flow cytometry, MLPCN library. calls only at 10 µM. hit rate 1% among 360,000. ER-HoxA9 myeloid progenitors, lysozyme-GFP differentiation;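 active = normalized GFP-positive differentiation at or above the plate's own cutoff, the solvent-only control mean plus 3 SD; inconclusive = no clear call, values can overlap the other calls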;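 note: cells exposed to compound for four days before flow analysis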
# Dynein cargo inh cytoplasmic EGFP: also measured in Dynein cargo inh; calls as there; z-score; measured here: cytoplasmic GR-EGFP intensity; active compounds read high
# Dynein cargo inh nuclear GR-EGFP: also measured in Dynein cargo inh; calls as there; z-score; measured here: nuclear GR-EGFP intensity;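 lower value marks the stronger effect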
# Dynein cargo inh cell count: also measured in Dynein cargo inh; calls as there; z-score; measured here: cell count per field
# Insulin prom up cell count: recorded beside Insulin prom up, whose call it bears; cell count; measured here: cytotoxicity, nuclei count;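 total cells summed across four imaged fields per well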
# Lipid droplet cells 6.5 µM: recorded beside Lipid droplet, whose call it bears; cell count; measured here: cell count, cytotoxicity flag;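 cells counted across two imaged fields per well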
# b-catenin transl cell count 5 µM: recorded beside b-catenin transl, whose call it bears; cell count; measured here: cell count, cytotoxicity flag
# T cell HTS vesicle-bound %: also measured in T cell HTS; calls as there; double positive events, %; measured here: CD8+ vesicle-bound cell fraction;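 binding gate set so that unloaded-vesicle control wells show 10% double positive cells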
# MT stabilize HCS Hoechst-high %: also measured in MT stabilize HCS; calls as there; % Hoechst-high responders; measured here: nuclear condensation Hoechst responders;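 share of cells brighter than vehicle mean plus two SD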
# MT stabilize HCS cytotoxicity %: further read-out of MT stabilize HCS, marked with its call; toxicity, %; measured here: cytotoxicity by cell density;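 0% = mean cell density of plate MIN control wells and 100% = no cells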
# Myeloid diff MLP GFP+ MAC1+ %: second read-out of Myeloid diff MLP, no call of its own (marks repeat the call); GFP+ MAC1+ double positive, %; measured here: differentiation confirmed by MAC1 staining
# * hit, by the source's call; i = inactive; ? = inconclusive; . = not tested or not shown; + = active, no number.
SMILES,b-catenin transl,b-catenin transl cell count 5 µM,PMI inhibitors,TNAP activators,Dynein cargo inh,Dynein cargo inh cytoplasmic EGFP,Dynein cargo inh nuclear GR-EGFP,Dynein cargo inh cell count,MT stabilize HCS,MT stabilize HCS Hoechst-high %,MT stabilize HCS cytotoxicity %,Insulin prom up,Insulin prom up cell count,T cell HTS,T cell HTS vesicle-bound %,Lipid droplet,Lipid droplet cells 6.5 µM,Myeloid diff MLP,Myeloid diff MLP GFP+ MAC1+ %
c1csc(-n2nc3ccccc3n2)c1,-5.1,935,6.0%,1.1,0.147,-0.338,0.143,0.347,6.6,4.1,2.4,0.13,1305,i,29.2,.,.,i,1.0
Cc1cc(N=Cc2c(O)n(-c3cccc(C(F)(F)F)c3)c(=O)c3ccccc23)no1,-3.3,491,-9.1%,1,0.102,-0.283,0.864,0.284,3.1,2.5,6.4,0,1203,i,40.7,-11.2,630,i,0.9
CCn1cc(/C=N\NC(=O)c2csc3ccccc23)c(C)n1,.,.,-6.6%,1.2,-0.525,0.128,-0.0706,1.08,2.2,1.1,12.3,0.14,902,i,48.9,-12.3,812,i,0.5
CCOc1ccc(CC(=O)OCn2nnc3ccccc3c2=O)cc1,0.9,1114,-5.2%,1.1,-0.862,-0.19,-0.488,2.65,4.2,3.3,3.8,0.25,1311,i,20.1,5.3,699,i,1.1
CS(=O)(=O)NNC(=O)c1sccc1OCc1ncc(C(F)(F)F)cc1Cl,-0.1,1110,.,.,-0.357,-0.117,-0.19,0.712,.,.,.,-0.03,1397,i,6.5,-10.9,732,i,0.1
CN(C)CCNC(=O)C(=O)NCC1OCCN1S(=O)(=O)c1ccc2c(c1)OCCO2 (stereo not drawn),0.6,1284,.,.,-0.38,-0.0342,0.387,1.24,.,.,.,.,.,i,43.8,-5.3,706,i,0.7
COc1ccc2[nH]c3c4c(ccc3c2c1)C(=O)C=CC4=O,2.0,1238,.,.,-5.23*,1.09*,-2.65*,0.371*,.,.,.,-0.64,611,.,.,1.8,712,.,.
O=C(C/C=N/OCc1c(Cl)cccc1Cl)c1ccccc1,-2.1,1308,3.7%,1.1,-0.229,-0.153,-0.279,0.00399,2.1,1.3,5.4,0.29,1630,i,13.5,.,.,i,0.5
COC(=O)c1cc2ccc(OC)c(OC)c2c(=O)s1,-2.3,1081,15.2%,1.1,-0.838,-0.32,-0.0943,0.367,5.3,1.8,10.2,0.16,1876,i,46.1,-0.2,673,i,2.6
CC(=O)c1ccc(NC(=S)NCCc2cccc(Cl)c2)cc1,0.3,1492,17.0%,1,-0.626,-0.302,0.0513,0.891,2.1,2.5,12.1,.,.,i,53.9,-11.0,678,i,0.3
Cc1nnc(-n2cnc3ccccc32)c2ccccc12,.,.,2.7%,1.2,-0.179,-0.186,-0.747,0.694,2.9,1.3,6.6,-0.72,1331,i,44.7,11.8,712,i,0.5
COc1ccccc1-c1ccc(SCC(=O)Nc2cc(C)on2)nn1,-1.8,1165,-1.3%,1.1,-0.167,-0.305,-0.181,0.527,2.4,2.8,8.9,.,.,i,27.6,5.1,731,i,0.9
COc1ccc(Nc2cc(C)nc(-n3nc(C)cc3C)n2)cc1,248.6*,451*,14.1%,1.1,0.203,-0.148,0.307,0.558,11.5,25.7,60.4,-4.91,773,i,57.8,-167.1,333,?,.
O=C(/C(N=Nc1cccc([N+](=O)[O-])c1)=C(/O)c1ccc(Br)cc1)C(F)(F)F,-0.5,1323,.,.,-0.127,-0.198,-0.0897,-0.176,.,.,.,-2.76,598,i,27.2,-14.0,673,i,0.3
COc1cc(CC(CC(=O)O)CC(C)OCc2ccccc2)cc(OC)c1 (stereo not drawn),0.0,975,-2.1%,1.1,-0.721,0.0565,-0.771,0.375,2.3,3.5,5.3,0.02,1331,i,32.6,-2.4,677,i,0.7
CCOC(=O)c1csc(NC(=O)CSc2nnnn2-c2ccc(OC)c(OC)c2)n1,-4.0,1241,12.2%,1.1,-0.807,1.55,-0.115,0.674,2.4,2.2,6.0,-0.12,905,i,43.4,-2.4,851,i,0.3
O=C1N(Cc2cccnc2)C[C@@H]2C[C@@H](c3cccc(C(F)(F)F)c3)N3CCC[C@@]123,-0.1,1150,6.3%,1.1,-0.896,-0.292,-0.323,0.579,3.5,2.0,4.9,-0.68,1459,i,49.0,-26.0,719,i,0.1
CCCCC(=O)Nc1ccc(NC(=O)c2ccc3c(c2)OCO3)cc1OC,.,.,-4.2%,1.2,0.764,-0.215,0.833,-0.742,1.3,1.7,6.6,.,.,i,36.2,-27.6,590,i,1.0
CN(Cc1ccccn1)Cc1nc(-c2ccc(Cl)cc2)no1,1.8,993,9.2%,1.1,2.13,-0.176,1.36,-1.05,0.4,1.1,4.4,0.03,1463,i,43.4,11.1,690,+,0.5*
O=C(NCc1ccc(F)cc1)Nc1cccc([N+](=O)[O-])c1,1.0,1501,5.3%,1.1,-1.13,-0.0195,-0.534,0.714,2.2,2.1,2.6,-0.92,1543,i,13.5,-18.4,619,i,0.6
COc1ccc(-c2ccc(-c3noc(-c4cccc(OC)c4)n3)c(OC)n2)cc1,1.2,806,-0.5%,1.1,0.174,-0.576,0.0349,0.782,5.1,6.4,5.2,-1.65,824,i,6.8,.,.,i,6.9
Cc1ccc(NC(=O)C(Nc2cccc(C)c2)c2ccccc2)cc1 (stereo not drawn),-1.0,950,2.9%,1.2,0.155,-0.313,-0.0667,0.0299,2.1,4.1,4.2,-0.47,1364,i,42.9,4.7,666,i,0.1
COC(=O)c1cn(CC(=O)N2C(C)CCCC2C)c2ccccc12 (stereo not drawn),.,.,-9.6%,1.1,1.46,-0.249,0.579,-0.652,3.4,2.5,4.2,.,.,i,19.4,-54.4,451,i,0.9
CCOc1ccc(N2CC(=O)N/C2=N\c2nc(C)cc(C)n2)cc1,-3.3,1005,-2.0%,1,0.0694,-0.211,0.528,-1.05,4.8,4.1,3.9,-0.02,1176,i,40.8,.,.,i,0.4
Cc1onc(-c2c(F)cccc2Cl)c1C(=O)OCc1cnc(Cl)s1,-3.2,1082,1.9%,1.1,-0.374,-0.227,-0.295,0.881,1.8,1.7,8.0,-0.24,1526,i,6.4,4.0,633,i,0.6
SMILES,b-catenin transl,b-catenin transl cell count 5 µM,PMI inhibitors,TNAP activators,Dynein cargo inh,Dynein cargo inh cytoplasmic EGFP,Dynein cargo inh nuclear GR-EGFP,Dynein cargo inh cell count,MT stabilize HCS,MT stabilize HCS Hoechst-high %,MT stabilize HCS cytotoxicity %,Insulin prom up,Insulin prom up cell count,T cell HTS,T cell HTS vesicle-bound %,Lipid droplet,Lipid droplet cells 6.5 µM,Myeloid diff MLP,Myeloid diff MLP GFP+ MAC1+ %
Cc1ccc(-c2csc3ncnc(Oc4cccc5ccc(C)nc45)c23)cc1,-1.1,1182,10.8%,1,-0.749,-0.209,-0.174,0.188,6.2,1.4,8.6,-0.3,1558,i,58.8,3.4,614,i,0.0
COc1ccc(NCc2nnc(SCCN3CCCCC3)n2-c2ccc(C)cc2)cc1,1.3,1498,3.3%,1,-1.03,-0.26,-0.947,0.679,3.6,1.2,10.0,0.22,1334,i,57.2,4.0,664,i,0.0
COc1cc(NC(=O)CCNC(=O)Cn2cnc3ccccc3c2=O)cc(OC)c1OC,-0.5,1202,17.4%,1.2,0.38,-0.0963,0.467,0.375,1.9,1.3,5.6,0.01,906,i,35.2,6.4,808,i,0.2
O=C1CCCC2=C1C(c1ccc(Cl)cc1)N1C(=O)CCSC1=N2 (stereo not drawn),-1.0,1139,10.5%,1,0.208,-0.198,0.245,-0.562,2.4,2.5,18.0,0.35,1098,i,5.6,3.7,739,i,1.2
Oc1ccc(-c2[nH]ncc2-c2cccc3cccnc23)c(O)c1,-6.3,1226,-1.6%,1.1,0.268,-0.122,0.444,-0.69,5.7,3.6,7.8,0.3,1384,i,19.2,-19.6,721,i,1.4
CCCCCCCC(=O)NNC(=O)CC(=O)Nc1ccccc1C(=O)O,0.5,1131,2.8%,1.1,0.652,-0.0173,0.525,-0.0821,2.4,2.7,7.0,0.2,1392,i,51.7,-26.1,552,i,0.4
COc1ccc2nc(N3CCC(C)CC3)c(C#N)cc2c1,2.3,1076,16.7%,1.4,-1.18,0.11,-0.34,-0.0799,2.7,1.1,6.0,1.17,1641,i,58.3,-16.5,590,i,4.4
N#Cc1ccc(OCc2nnc(SCC(=O)c3ccccc3)n2-c2ccccc2)cc1,-3.0,1195,13.0%,1,-0.162,0.0959,-0.233,0.254,2.2,1.3,6.6,0.48,1182,i,15.2,-7.0,715,i,1.6
Cc1ccc(NC(=O)Nc2ccccc2C#N)c(Cl)c1,0.7,1344,-5.7%,1.2,-0.522,-0.218,-0.482,0.135,3.2,1.7,6.1,-0.94,1652,i,0.0,.,.,i,0.8

# Bioassay records (PubChem BioAssay)
